# High-throughput results (PubChem BioAssay)
# SARS 3CLpro inh: SARS-CoV 3CLpro protease inhibition | recombinant SARS-CoV 3CLpro, quenched FRET peptide cleavage | P0C6X7 | inhibition, % at 6 µM | actives 0.14% (n = 290,000); in the data active means inhibition above about 12%
# Rv3671c protease: inhibits the M. tuberculosis serine protease Rv3671c; P9WHR9; inhibition, % at 5.96 µM; actives 0.048% (n = 320,000); in the data active means inhibition above about 38%;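 further: extracellular domain of Rv3671c used as enzyme; 0% = enzyme with DMSO and 100% = no enzyme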
# Target sequence (P9WHR9 whole entry, looked up, the tested form may be a part): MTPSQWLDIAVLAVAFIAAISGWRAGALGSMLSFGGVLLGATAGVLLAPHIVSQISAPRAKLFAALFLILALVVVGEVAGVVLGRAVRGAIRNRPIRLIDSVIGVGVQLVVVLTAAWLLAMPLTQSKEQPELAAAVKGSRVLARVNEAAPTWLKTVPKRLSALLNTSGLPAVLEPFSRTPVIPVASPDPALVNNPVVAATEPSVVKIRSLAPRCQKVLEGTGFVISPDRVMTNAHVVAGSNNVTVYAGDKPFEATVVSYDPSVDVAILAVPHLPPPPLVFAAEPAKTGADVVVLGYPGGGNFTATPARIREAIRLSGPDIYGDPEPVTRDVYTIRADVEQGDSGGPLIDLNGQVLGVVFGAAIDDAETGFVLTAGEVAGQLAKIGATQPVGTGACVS
# MazEF act: MazEF (E. coli) toxin RNase activation. P0AE70. FAM/BHQ RNA-DNA oligo cleavage fluorescence, 5 h. activation, % at 20 µM. actives 0.32% (n = 350,000). AID 504720; in the data active means activation above about 50%
# Target sequence (P0AE70 whole entry, looked up): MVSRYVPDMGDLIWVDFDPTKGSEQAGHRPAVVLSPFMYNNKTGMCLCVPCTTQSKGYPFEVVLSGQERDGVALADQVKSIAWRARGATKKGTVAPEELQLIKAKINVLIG
# PrPC surface inh: cell surface PrPC inhibition, primary TR-FRET screen; P04156; TR-FRET read-out; inhibition, % at 13.8 µM; actives 0.43% (n = 370,000); AID 720596; in the data active means inhibition above about 24%; further: 0% = median of the test wells and 100% = reference compound wells
# BoNT-A LC inh2: blocks Botulinum neurotoxin A light chain protease; actives 0.17% (n = 360,000); multiplex microsphere protease substrate cleavage, flow cytometry; inhibition, % at 10 µM; further: plate controls were buffer without enzyme for full effect and enzyme alone for no effect
# BoNT F protease: inhibitors of Botulinum neurotoxin F light chain protease; Multiplex microsphere protease cleavage assay, flow cytometry; inhibition, % at 10 µM; actives 0.22% (n = 360,000); in the data active means inhibition above about 35%, passing the limit was not always enough; inconclusive means no clear call, values can overlap the other calls; further: plate controls were buffer without enzyme for full effect and enzyme alone for no effect
# CCHF vOTU inh: CCHFV vOTU protease inhibition; actives 0.55% (n = 370,000); inhibition, % at 11.5 µM; AID 651958; Pep-AMC fluorescence; in the data active means inhibition above about 30%; further: 0% = vehicle wells with enzyme and 100% = no enzyme wells
# VHR inh abs: blocks human VHR1 dual specificity phosphatase; P51452; recombinant VHR phosphatase, pNPP absorbance; inhibition, % at 13.3 µM; actives 0.52% (n = 290,000); AID 1654; in the data active means inhibition above about 50%; further: some compounds called inactive have numbers as strong as hits
# Target sequence (P51452 whole entry, looked up): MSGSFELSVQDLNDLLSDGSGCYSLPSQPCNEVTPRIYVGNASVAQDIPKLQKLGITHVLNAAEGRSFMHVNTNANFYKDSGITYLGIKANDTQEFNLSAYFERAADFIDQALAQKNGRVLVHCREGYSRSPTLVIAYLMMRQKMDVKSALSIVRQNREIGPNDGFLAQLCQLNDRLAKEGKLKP
# Anthrax LF inh2: inhibitors of Bacillus anthracis lethal factor protease; P15917; inhibition, % at 10 µM; multiplex microsphere protease cleavage assay, LF; AID 588501; actives 0.12% (n = 360,000); further: plate controls were buffer without enzyme for full effect and enzyme alone for no effect
# PriA SSB inh: inhibitors of Klebsiella pneumoniae PriA binding to SSB C-terminal tail | AID 1272365 | inhibition, % at 33 µM | AlphaScreen SSBct-PriA binding, biotinylated peptide | actives 0.6% (n = 430,000); in the data active means inhibition mostly above about 37%, no sharp cut-off; inactive means mostly below about 20%;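 further: plate controls were negative control peptide for no effect and reference peptide for full effect; strong numbers were not always called active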
# The depositor's hits bear a star; ? = inconclusive; . = not tested or not shown; & = joins results of further samples. Unless noted, no stated cut-off is given here; in the data, active means inhibition above about 30%; inconclusive means no clear call, values can overlap the other calls; inactive means below that.
SMILES | SARS 3CLpro inh | Rv3671c protease | MazEF act | PrPC surface inh | BoNT-A LC inh2 | BoNT F protease | CCHF vOTU inh | VHR inh abs | Anthrax LF inh2 | PriA SSB inh
[O-][n+]1ccc(OCc2ccccc2)cc1 | . | -2 | -1 | 3 | ? | ? | -15 | . | 5 | -17
Cc1sc(NC(=O)CCC(=O)O)c(C(N)=O)c1-c1ccccc1 | 1 | -5 | 5 | 6 | 0.9 | -1 | 5 | -4 | 0 | -6
O=C(O)COc1ccc(Cl)cc1C1CCCCC1 | . | . | 1 | 2 | -0.2 | -4 | -3 | . | 2 | -15
CN1CCN(c2ncnc3c2ncn3[C@H]2CN(Cc3ccc(-c4ccccc4)cc3)C[C@@H](CO)O2)CC1 | . | . | . | -5 | -0.5 | -4 | -5 | . | -3 | .
COc1cc2ncnc(NCc3cccc(Cl)c3)c2cc1OC | -6 | -6 | 15 | 7 | -1.0 | -4 | -4 | -5 | -7 | -1
Cc1ccc(NC(=O)COC(=O)c2ccc(S(=O)(=O)N3CCCCC3)cc2)cc1 | . | -3 | -33 | 7 | 0.3 | 7 | 2 | . | 1 | 1
Cc1ccc2c(c1)N(CC(=O)N1CCCc3ccccc31)C(=O)C(C)O2 (centres undefined) | 2 | 6 | -6 | 8 | 5.4 | 7 | 3 | -2 | 3 | 6
COC(=O)[C@]12CCCCC=C1N(Cc1ccccc1)C(=O)[C@H](CC(=O)NCC1CCCCC1)C2 | . | . | . | 6 | -0.6 | -12 | 17 | . | -9 | .
O=C(COc1ccc(F)cc1)NC1CC1 | 1 | -5 | 7 | 0 | -0.6 | 1 | -6 | 12 | -11 | -11
Cc1cccc(-n2c(-c3ccncc3)n[nH]c2=S)c1 | 0 | -4 | -6 | 3 | 0.7 | 3 | 12 | 18 | -10 | -10
Nc1c(C(=O)CSc2nc3ccccc3o2)c(=O)[nH]c(=O)n1C1CC1 | . | -6 | 8 | -5 | -0.7 | -8 | 0 | . | -9 | -6
Cc1ccc(C)c(NC(=O)COC(=O)c2ccc3ccccc3n2)c1 | . | 6 | -15 | 3 | -1.6 | 19 | -12 | . | 0 | -6
O=C(Nc1nnc(Cc2ccc(F)cc2)s1)Nc1ccccc1F | 5 | 2 | -23 | -2 | -4.3 | -21 | 0 | 30 | 2 | -10
COc1cc(C(=O)Nc2nc(-c3cccs3)cs2)cc(OC)c1OC | 3 | -150 | 5 | -2 | -0.5 | -4 | 2 | -8 | -8 | 20
CCC(=O)N(CCCN(C)C)c1nc(-c2cc(OC)ccc2OC)cs1 | -5 | 2 | -3 | -7 | . | . | 6 | 10 | . | -5
COc1ccc(N2CC(O)=C(c3nc(-c4ccccc4)cs3)C2=N)cc1 | 3 | 11 | 2 | -2 | 0.4 | -8 | 8 | -1 | -10 | -4
Cc1ccc(-c2nc(CN3CCCC(C(=O)N4CCOCC4)C3)c(C)o2)cc1 (centres undefined) | -6 | 1 | -13 | -1 | -0.3 | 9 | -6 | 21 | -1 | -18
Cc1ccc(C)n1-c1nn(S(=O)(=O)c2ccccc2)c2cccc(F)c12 | 0 | 5 | -9 | 20 | -0.4 | 0 | 6 | -16 | -8 | -5
O=C(c1ccc(S(=O)(=O)N2CCCCC2)cc1)N1CCN(c2ccccc2)CC1 | 0 | -3 | 3 | -2 | 1.2 | -2 | -19 | 13 | 2 | 0
CN(C)C(=O)CN(c1ccc(F)c(Cl)c1)S(C)(=O)=O | -9 | -3 | 8 | 6 | -2.4 | -16 | -11 | -1 | -6 | -13
CC1CCc2sc(C(=O)NNC(=S)NCC3CCCO3)cc2C1 (centres undefined) | -2 | -5 | 1 | -5 | -0.9 | -4 | 2 | 10 | 1 | 2
COc1ccc(/C=N/Nc2nc3ccccc3c(=O)[nH]2)cc1 | 2 | -18 | 11 | -8 | 0.4 | 0 | -21 | 24 | 0 | .
Fc1ccc(-c2n[nH]c(=S)n2CC2CCCO2)cc1 (centres undefined) | 3 | 1 | -2 | 0 | 0.1 | -11 | -2 | 16 | 2 | -9
O=C(c1ccccc1)c1ccc2nc(-c3ccc(NC(=O)c4ccccc4F)cc3)[nH]c2c1 | 7 | -40 | -18 | -9 | 0.5 | -1 | -19 | 21 | 2 | -17
CC(=O)N1CCN(CCN=CC2=C(O)CC(C)(C)CC2=O)CC1 | -2 | -3 | 1 | 5 | -0.3 | -4 | -4 | 16 | -2 | -13
CCCNC(=O)N1[C@H]2CC[C@@H]1C(C(=O)OC)=C(c1ccc(Cl)c(C(F)(F)F)c1)C2 | . | 0 | 1 | 11 | -0.1 | -13 | 8 | . | 2 | -47
C=CCOCCN(CC)CC | -3 | . | 10 | 5 | 0.3 | ? | 15 | 24 | 1 | -22
COc1ccc(CNC(=O)CCNS(=O)(=O)c2ccc(NC(C)=O)cc2)cc1OC | . | 0 | 2 | 5 | -1.0 | -3 | -4 | . | -5 | -6
CCOC(=O)c1c(NC(=O)C2C3C=CC(CC3)C2C(=O)O)sc(C)c1CC (centres undefined) | 4 | -9 | 0 | 11 | -1.2 | -8 | 9 | -5 | 0 | -12
CCOc1ccc(-c2nc(CSCC(=O)NC3CCCc4ccccc43)c(C)o2)cc1 (centres undefined) | -2 | 0 | -8 | 0 | -1.1 | -12 | 5 | 0 | -13 | -7
Cc1nc2ccc(Cl)cc2c(=O)n1-c1ccccc1Cl | 5 | 6 | -14 | 2 | -1.2 | 13 | 8 | 19 | 8 | -22
COc1ccccc1NC(=O)CCN1C(=O)/C(=C\c2cc(OC)c(OC)c(OC)c2)SC1=S | -3 | -8 | 3 | -1 | 4.4 | 2 | 14 | 14 | 2 | 1
COc1ccc(S(=O)(=O)NC2CC2)cc1Cl | -1 | -3 | 3 | -4 | -2.2 | 17 | 0 | 6 | -19 | -18
O=C(N/N=C/c1ccccn1)c1cc(-c2ccc(Cl)s2)[nH]n1 | -4 | -15 | 4 | 3 | -3.7 | -11 | 11 | 28 | -9 | .
O=C(COc1cc(Cl)c(Cl)cc1Cl)Nc1cccc(O)c1 | 2 | -10 | 8 | 11 | -6.5 | -14 | -3 | 11 | 1 | -10
O=[N+]([O-])c1ccc(C[n+]2ccc(Cc3ccccc3)cc2)cc1 | 1 | -1 | 11 | -61 | 0.3 | -2 | 3 | 4 | -3 | -4

# Random excerpt: six records from the list.
SMILES | SARS 3CLpro inh | Rv3671c protease | MazEF act | PrPC surface inh | BoNT-A LC inh2 | BoNT F protease | CCHF vOTU inh | VHR inh abs | Anthrax LF inh2 | PriA SSB inh
COc1ccc(N2CC(O)=C(c3nc(-c4ccccc4)cs3)C2=N)cc1 | 3 | 11 | 2 | -2 | 0.4 | -8 | 8 | -1 | -10 | -4
COc1ccc(CNC(=O)CCNS(=O)(=O)c2ccc(NC(C)=O)cc2)cc1OC | . | 0 | 2 | 5 | -1.0 | -3 | -4 | . | -5 | -6
COc1ccc(S(=O)(=O)NC2CC2)cc1Cl | -1 | -3 | 3 | -4 | -2.2 | 17 | 0 | 6 | -19 | -18
Fc1ccc(-c2n[nH]c(=S)n2CC2CCCO2)cc1 (centres undefined) | 3 | 1 | -2 | 0 | 0.1 | -11 | -2 | 16 | 2 | -9
Cc1ccc(C)c(NC(=O)COC(=O)c2ccc3ccccc3n2)c1 | . | 6 | -15 | 3 | -1.6 | 19 | -12 | . | 0 | -6
O=C(Nc1nnc(Cc2ccc(F)cc2)s1)Nc1ccccc1F | 5 | 2 | -23 | -2 | -4.3 | -21 | 0 | 30 | 2 | -10

# Next part.
SMILES | SARS 3CLpro inh | Rv3671c protease | MazEF act | PrPC surface inh | BoNT-A LC inh2 | BoNT F protease | CCHF vOTU inh | VHR inh abs | Anthrax LF inh2 | PriA SSB inh
CC(=O)NC(C)(c1ccccc1)c1nc(-c2cccc3cccnc23)cs1 (centres undefined) | . | . | . | -5 | 0.2 | 3 | -6 | . | -6 | .
C/C(=C\c1ccccc1)CN1CCC(C(=O)N2CCCC(C)C2)CC1 (centres undefined) | -1 | 4 | 2 | -8 | -0.2 | 5 | -13 | 34 | -2 | 0
CCc1sc(C(=O)Nc2ccc(N3CCOCC3)cc2)cc1C | . | -1 | 4 | 17 | 0.3 | -10 | -15 | . | -4 | -6
COc1ccc(-c2n[nH]c(=S)n2-c2cc(OC)ccc2OC)cc1 | -1 | 5 | 8 | 5 | -0.1 | -7 | -8 | 15 | -11 | -1
CC(=O)N1CCOc2cc(S(=O)(=O)NCc3ccc(F)cc3)c(C)cc21 | -1 | 7 | 5 | 4 | 0.1 | -1 | 5 | 37 | -7 | -8
CC(C)C(=O)Nc1ccc(C(=O)NNC(=S)NC(=O)c2ccccc2[N+](=O)[O-])cc1 | 0 | 4 | 4 | -10 | -1.1 | -8 | -8 | 35 | -3 | 6
CCOC(=O)CC1NCCc2c1[nH]c1ccc(OC)cc21 (centres undefined) | -1 | -1 | 0 | 3 | -2.4 | -12 | -1 | . | -12 | 20
CCOc1cc(/C=N/NC(=O)c2ccc(-c3csc(Nc4ccc(C)cc4)n3)cc2)ccc1OCC(=O)O | 0 | . | -22 | -2 | -1.2 | -3 | -8 | 119 | -7 | .
Cc1cccc(NS(=O)(=O)c2nnc(NC(=O)c3ccc(C)c(C)c3)s2)c1 | 6 | -24 | 4 | -2 | -2.4 | -35 | 14 | 13 | -13 | -14
COc1ccc(N(C(=O)c2ccncc2)S(=O)(=O)c2ccc3c4c(cccc24)C(=O)N3C)cc1 | -1 | -7 | -6 | 1 | -0.2 | -6 | -4 | -11 | -1 | -16
O=[N+]([O-])c1cc(Cl)cc2c1nc(NCCO)c1ccccc12 | 2 | -7 | 11 | 11 | 3.7 | 11 | 0 | 28 | -4 | 19
CCOC(=O)/C(C#N)=C/c1c(N2CCN(c3cccc(Cl)c3)CC2)nc2c(C)cccn2c1=O | 4 | . | -29 | -6 | 2.6 | 7 | -8 | -22 | 9 | -2
O=P(Oc1ccc(Cl)cc1)(N1CC1)N1CC1 | . | . | -5 | -6 | -0.2 | -5 | 11 | . | -1 | -13
CCOc1ccc(-c2csc(NC(=O)c3ccco3)n2)cc1 | 9 | -6 | 7 | -4 | 2.2 | ? | 13 | -18 | -10 | -17
COC(=O)c1ccc(/C=C/c2c(-c3ccc(OC)cc3)sc3ccccc23)cc1 | . | -12 | -8 | 3 | -0.3 | -10 | -1 | . | -4 | -5
CCCCN(CC)CCCNC(=O)CC1Oc2ccccc2NC1=O (centres undefined) | 3 | -10 | 1 | -8 | 1.3 | 7 | -4 | 5 | -1 | 0
NC(=O)c1noc(C(=O)N(CC(=O)NC2CCCC2)Cc2ccc3c(c2)OCO3)c1N | 5 | -2 | 5 | -20 | 1.5 | ? | 5 | 48 | -1 | -2
COc1ccccc1NC(=O)c1ccc(NC(=O)COC(=O)CC(NC(=O)c2ccccc2Cl)c2ccccc2)cc1 (centres undefined) | 1 | -51 | 1 | 6 | 0.3 | -1 | 2 | 1 | -3 | -3
CCC(=O)N1N=C(c2c(O)n(CCc3ccccc3)c(=O)[nH]c2=O)CC1c1ccc(OC)c(OC)c1 (centres undefined) | 5 | 5 | 8 | -5 | -0.1 | 0 | -11 | 18 | -7 | 0
CCn1c(CNS(=O)(=O)c2ccc(Br)cc2)nnc1SC | -7 | 4 | -15 | -4 | -0.7 | -8 | 22 | 14 | -2 | -1
O=C(NC1CCCCC1)C(c1ccc2ncccc2c1)N(Cc1ccc(F)cc1)C(=O)c1cccs1 (centres undefined) | -7 | -8 | 0 | 2 | -1.6 | -14 | -14 | -2 | -3 | -5
CC(=O)c1c(-c2ccccc2)c2cc(Cl)ccc2n(C)c1=O | -3 | 7 | 9 | -1 | 7.7 | ? | -12 | -13 | 4 | 4&16
CC(C)Cc1nnc(NC(=O)CCC(=O)N2CCN(CCOC(c3ccccc3)c3ccccc3)CC2)s1 | 1 | 2 | -7 | -1 | 0.0 | -8 | 1 | 3 | 0 | 5
COc1ccccc1NC(=O)c1ccc(NC(=O)COC(=O)CCC2CCCC2)cc1 | 2 | -25 | -1 | -2 | 0.1 | -3 | 19 | 3 | -1 | -1
COc1cccc(NC(=O)c2oc3ccccc3c2NC(=O)C(C)(C)C)c1 | 2 | -35 | 1 | 3 | 44* | 53* | -9 | 9 | -14 | -38

# An excerpt (hit frequency here may not be typical).
